IMPase inh = IMPase inhibition in cells; P97697; CHO-M1 cells, IP1 accumulation, HTRF TR-FRET ratio; inhibition (IP1 accumulation), % at 46.1 µM; 120,000 tested, under 10 active; AID 901; active = well fitted curve in the direction sought with a large enough effect in the signal ratio, not every such curve was filed as active; inconclusive = small, poorly fitted or top-dose-only effect, or a change in a side signal; inactive = no such curve, though single readings can be large or run the other way; the % refers to the signal ratio;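 also: cells stimulated with carbachol in lithium chloride buffer; plate controls were DMSO basal wells for no effect and reference inhibitor wells for full effect; higher means more IMPase inhibition seen as more IP1 and lower FRET ratio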
Target sequence (P97697 whole entry, looked up): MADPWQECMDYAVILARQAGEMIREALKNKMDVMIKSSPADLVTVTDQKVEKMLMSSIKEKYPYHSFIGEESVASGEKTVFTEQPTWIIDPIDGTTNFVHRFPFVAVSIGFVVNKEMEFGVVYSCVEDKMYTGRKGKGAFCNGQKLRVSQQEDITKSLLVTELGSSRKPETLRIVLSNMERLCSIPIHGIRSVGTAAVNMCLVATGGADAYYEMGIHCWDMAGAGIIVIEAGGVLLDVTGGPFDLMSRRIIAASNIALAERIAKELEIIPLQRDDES
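The IP-One HTRF competitive assay in carbachol-stimulated CHO-M1 cells quantifies cellular IP1. Compounds spanned up to 46 uM final, and activity is expressed as AC50 from concentration-response fits of the ratio and donor data.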
PNC assembly inh = blocks assembly of the perinucleolar compartment | PC3M PTB-GFP, PNC prevalence imaging, 16 h; hits give low values | activity change (PNC), negative = inhibition, % at 10 µM | hit rate 3.1% among 140,000;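 active = readout at or below -70, meaning at least 70% loss of cells showing the perinucleolar compartment, a nuclear body marking cancer cells; inconclusive = readout between -30 and a set limit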;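 also: plate controls were DMSO wells for no effect and camptothecin positive control wells for full effect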
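Compounds are pinned in duplicate onto adhered PC3M cells stably expressing GFP-tagged PTB and incubated 16 h at 37 C. Cells are then fixed, nuclei stained with Hoechst, and PNC-positive cells counted.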
ALOX15B inhib = inhibitors of human 15-lipoxygenase 2 (ALOX15B); AID 881; Potency, µM (highest dose often 57.1 µM), for the others: at the top dose activity change, negative = inhibition, hits mostly inhibitors; hit rate 0.56% among 110,000; purified 15hLO-2, xylenol orange hydroperoxide absorbance; also: potency is read from the fitted curve at half-maximal effect; nearly all actives have a fitted effect of over 60% in size; many of its hits are not listed in these tables
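Enzyme 50 nM, AA 45 uM, 25 mM Hepes pH 7.5 + 0.01% Triton X-100; cpd preinc 15 min RT, rxn 90 min RT; stop/detect with 200 uM XO + 300 uM Fe(II) in 50 mM H2SO4, 30 min; A573/A405.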
12-hLO inh = 12-hLO (ALOX12) enzyme inhibition | purified 12-hLO, xylenol orange hydroperoxide absorbance | Potency, µM (top dose mostly 57.1 µM), for the others: at the top dose activity change, negative = inhibition, most hits filed as inhibitors | hit rate 0.12% among 150,000 | AID 1452; also: potency is read from the fitted curve at half-maximal effect; nearly all actives have a fitted effect of over 55% in size; many of its hits are not listed in these tables
Target sequence (P18054 whole entry, looked up): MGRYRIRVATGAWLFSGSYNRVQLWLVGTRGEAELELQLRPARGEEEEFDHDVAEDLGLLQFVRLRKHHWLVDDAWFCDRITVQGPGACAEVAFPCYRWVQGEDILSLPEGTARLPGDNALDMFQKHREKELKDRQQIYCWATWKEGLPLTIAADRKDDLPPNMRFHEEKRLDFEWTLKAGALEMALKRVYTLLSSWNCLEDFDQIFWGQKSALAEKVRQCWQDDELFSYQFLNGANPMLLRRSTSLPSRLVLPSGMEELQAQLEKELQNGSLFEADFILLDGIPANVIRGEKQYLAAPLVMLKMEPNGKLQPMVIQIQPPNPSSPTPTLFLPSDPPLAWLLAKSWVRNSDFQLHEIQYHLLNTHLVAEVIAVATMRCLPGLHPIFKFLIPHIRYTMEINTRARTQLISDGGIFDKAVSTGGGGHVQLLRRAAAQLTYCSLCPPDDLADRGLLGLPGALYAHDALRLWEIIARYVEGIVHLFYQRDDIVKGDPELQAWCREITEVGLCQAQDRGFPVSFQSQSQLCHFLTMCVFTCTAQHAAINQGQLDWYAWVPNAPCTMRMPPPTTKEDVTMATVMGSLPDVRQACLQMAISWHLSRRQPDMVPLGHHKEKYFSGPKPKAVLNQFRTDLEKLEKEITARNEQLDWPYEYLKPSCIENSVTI
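Hydroperoxide formation by human 12-lipoxygenase from 40 uM arachidonic acid was followed colorimetrically via ferric-xylenol orange complex, using the 573/405 nm absorbance ratio. Enzyme concentration was 150 nM, with 30 min reaction at room temperature.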
Numbers without * were called inactive; u = inconclusive; x = not tested or not shown; & = joins results of further samples; [ ] = dose if it differs, or a comment. Unless noted, calls follow the shape of the dose curve; as a rule, active = well fitted curve in the direction sought with a large enough effect; inconclusive = small, poorly fitted or top-dose-only effect, or another doubt; inactive = no such curve, though single readings can be large; an effect the other way counts as inactive or inconclusive. Unless noted, % is scaled to controls: 0 for no effect and ±100 for the full control effect.

SMILES	IMPase inh	PNC assembly inh	ALOX15B inhib	12-hLO inh
CCS(=O)(=O)CCSC(=N)N	6	u	4%	5%
COc1ccc(NC(=O)C2CCN(C(=O)c3cccs3)CC2)cc1	3	13	4%	5%
CCOc1cc(N2CCOCC2)c(OCC)cc1NC(=O)COC(=O)CCc1c[nH]c2ccccc12	-11	26	-13%	-1%
CCOc1cc(/C=N/NC(=O)CSc2nncn2C)ccc1OCc1cccc(C)c1	3	u	x	8%
CCOc1ccc(-c2csc(NC(=O)CSC3=NC(=O)CN3C(C)=O)n2)c2ccccc12	-1	23	x	-3%
CC(C)C1CCC(C(=O)NC(Cc2ccccc2)C(=O)O)CC1 (configuration not stated)	x	x	-12%	2%
O=C(O)c1ccc2c(c1)C(=O)N(Cc1ccc3c(c1)OCO3)C2=O	5	-16	8%	-7%
CC(=O)OCCOc1nc(NC(C)C)nc(NC(C)C)n1	x	24	x	0%
O=C(NNC(=O)c1cc(OCC(F)(F)F)ccc1OCC(F)(F)F)c1cccc(C(F)(F)F)c1	-1[1.84 µM]	-84*	-7%[11.4 µM]	-1%
CCN1CCCC1Cn1c(-c2ccccc2)nc2c(NC3CCCCC3)nc(C)nc21 (configuration not stated)	x	x	26%	0%
C/C(CC1(O)C(=O)N(C)c2ccccc21)=N\O (configuration not stated)	10	7	7%	1%
CCOC(=O)c1ccc(-c2ccc(C3Nc4ccccc4C(=O)N3O)o2)cc1 (configuration not stated)	x	-21	x	-14%
O=C(NNC(=O)c1ccccc1-n1cccc1)c1ccc(Cl)cc1	1	56	4%	2%
CCCCNC(=O)OCCNC(=O)NC	15	-7	2%	-1%
Nc1ccc(C(=O)N/N=C/c2sc(N3CCOCC3)nc2-c2ccccc2)cc1	x	8	x	-1%
N#CC1=C(SCC(=O)NC2CC2)NC(=O)C(C#N)C12CCCCC2 (configuration not stated)	1	21	-11%	-2%
O=C(Nc1ccc(Br)cc1F)C1CCN(c2nnc(-n3cccc3)s2)CC1	2	15	3%	-3%
CCCc1sc(N)nc1-c1ccc(C)cc1	x	46	x	0%
CCOC(=O)Nc1nc(-c2ccc(Cl)cc2Cl)cs1	x	-13	x	-9%
O=C(O)/C=C\C(=O)O	x	x	-1%	-3%
COc1cc(CN2CCN(S(=O)(=O)c3ccc(F)cc3)CC2)cc(OC)c1OC	0	-11	-4%	-2%
O=C(Nc1ncccn1)c1cc(-c2cccc(Br)c2)nc2ccccc12	x	24	x	-9%
COc1ccc2c(c1)CCc1c(C(=O)NCCCn3ccnc3)noc1-2	-12	12	55%[activator]	-7%
CCC(=O)n1nc(-c2ccc(Cl)cc2)nc1NCc1ccccc1	-4	14	6%	1%
CC1(C)CC(=O)C2=C(C1)N(c1ccc(F)cc1)C(=O)C2(O)C(F)(F)F (configuration not stated)	-1	u	-12%	-2%

Full records from above. Values in the order: IMPase inh | PNC assembly inh | ALOX15B inhib | 12-hLO inh
Results for N#CC1=C(SCC(=O)NC2CC2)NC(=O)C(C#N)C12CCCCC2 (configuration not stated) : 1 | 21 | -11% | -2%
Results for CCOc1cc(/C=N/NC(=O)CSc2nncn2C)ccc1OCc1cccc(C)c1 : 3 | u | x | 8%
Results for CCOc1ccc(-c2csc(NC(=O)CSC3=NC(=O)CN3C(C)=O)n2)c2ccccc12 : -1 | 23 | x | -3%

Further entries follow.
SMILES	IMPase inh	PNC assembly inh	ALOX15B inhib	12-hLO inh
CCOC(=O)c1cnn(CCOC(=O)c2cccc(F)c2)c1NC(=O)c1cccc(F)c1	x	-18	x	2%
Nc1c2c(nc3ccn(Cc4ccccc4)c(=O)c13)CCC2	15	24	0%	-1%
CCOC(=O)c1c(C)[nH]c(C)c1C(=O)COC(=O)c1ccccc1O	3	70	x	5%
O=C(COC(=O)CCCc1c[nH]c2ccccc12)Nc1ccc2c(c1)OCO2	9	14	4%	-15%
CCOc1cc(NC(=O)c2ccco2)c(OCC)cc1NC(=O)Cc1cccc(OC)c1	-3	u	6%[2.29 µM]	-3%
Cc1cccc(C=Nc2ccccc2C(N)=O)c1	-3	69	4%	5%
COc1ccc(-c2nnn(CC(=O)N3CCOCC3)n2)cc1	-5	29	-10%	3%
Nc1nc2nccc(-c3ccc(Cl)cc3)n2n1	-22	3	0%	-7%
N#Cc1c2c(c(-c3ccco3)[nH]c1=O)CCCC2	4	-11	-10%	-6%
C=C(C)CSc1nnc2n(C)c(=O)c3c4c(sc3n12)CCC4	2	2	0%	-2%
CCCSc1nnc(Sc2nnnn2-c2ccccc2)s1	-3	9	0%	-4%
CCOC(=O)/C(=N\Nc1ccc(C(C)=O)cc1)c1csc(Nc2ccccc2)n1	x	27	x	2%
COC(=O)N1CC(C)N(C(=O)OC)CC1C (configuration not stated)	5	29	-3%	0%
CN1CCN(S(=O)(=O)c2ccc(-c3ccccc3)cc2)CC1	13	31	5%	11%
COc1ccccc1N/C(=N/c1nc(C)cc(C)n1)NC(C)=O	1	9	5%	2%
O=C(NCCC1=CCCCC1)C1CCN(S(=O)(=O)c2cccs2)CC1	-3	u	7%	-7%
COc1cc(NC(=O)Nc2ccc(C)cc2)cc([N+](=O)[O-])c1	x	-87*	x	1%
N=C1C(=O)OCC1c1ccccc1NC(=O)c1ccccc1 (configuration not stated)	x	1	x	-1%
NC(=S)Nc1ccc(Oc2ccc(NC(N)=S)cc2)cc1	3	u	u	u
O=C(COc1ccccc1[N+](=O)[O-])N/N=C/C=C/c1ccco1	-12	20	-22%	-4%
Cc1nc(SCC(=O)NCC2CCCO2)c2oc3ccccc3c2n1 (configuration not stated)	-11	-20	-12%	0%
O=C(Nn1cnnc1)c1cc2cc(Br)ccc2oc1=O	1	11	-4%	-5%
O=C(CN1CCOCC1)N1CCN(c2nnc(-c3ccccc3)c3ccccc23)CC1	-2	-12	-11%	1%
O=C(Nc1nccs1)C1CCN(S(=O)(=O)c2c(Cl)cccc2Cl)CC1	6	16	9%	-10%
COc1ccc(OC)c(S(=O)(=O)NCc2cn3ccsc3n2)c1	x	0	x	-2%

Among those listed so far, 3 contain a COOH group:
SMILES	IMPase inh	PNC assembly inh	ALOX15B inhib	12-hLO inh
CC(C)C1CCC(C(=O)NC(Cc2ccccc2)C(=O)O)CC1 (configuration not stated)	x	x	-12%	2%
O=C(O)c1ccc2c(c1)C(=O)N(Cc1ccc3c(c1)OCO3)C2=O	5	-16	8%	-7%
O=C(O)/C=C\C(=O)O	x	x	-1%	-3%

Next structures follow:
SMILES	IMPase inh	PNC assembly inh	ALOX15B inhib	12-hLO inh
COc1ccc(CN(C2CCCC2)S(=O)(=O)c2ccc(-n3cnnn3)cc2)cc1	8	13	-3%	-6%
CC1CC(C)CN(S(=O)(=O)c2ccc(C(=O)Nc3sccc3C(N)=O)cc2)C1 (configuration not stated)	-17	-2	-5%	-3%
C=CCn1c(SCC(=O)N(CC)CC)nc(O)cc1=O	2	19	4%	-1%
Cc1cc(C)cc(NC(=O)CSc2nnc(CNC(=O)c3cccs3)o2)c1	7	u	-7%	0%
CCN(CC)CCn1c(NCc2nc3ccccc3n2Cc2ccccc2)nc2ccccc21	5	-22	46%[activator]	5%
CSc1nnc2c3ccccc3n(CCc3ccccc3)c2n1	-10	-118*	-27%	-9%
O=C1NC(=S)N/C1=C\c1cccc([N+](=O)[O-])c1	-1	59	u	6%
C[C@H]1C[C@H]2[C@@H]3CCC4=CC(=O)C=C[C@]4(C)[C@@]3(Cl)[C@@H](O)C[C@]2(C)[C@@]1(O)C(=O)CO	x	26	x	0%
CCC(=S)/C=C1\Sc2ccccc2N1CCCS(=O)(=O)O	-1	24	u	-29%
CCN(CCNC(=O)C1CCN(S(=O)(=O)c2cccc3nsnc23)CC1)c1ccccc1	3	u	-12%	0%
CCOC(=O)O[C@@H](C)OC(=O)[C@@H]1N2C(=O)[C@@H](NC(=O)[C@@H](N)c3ccccc3)[C@H]2SC1(C)C	-2[20.6 µM]	x	21%[25.6 µM]	-3%[25.6 µM]
COC(=O)C1CCCN1C(=O)c1cccs1 (configuration not stated)	-22	3	2%	-2%
CC(/C=N/Nc1nncc(=O)[nH]1)=C\c1ccccc1	-4	-11	x	2%
O=c1oc2ccccc2c(Nc2cccc(O)c2)c1[N+](=O)[O-]	8	23	-1%	-1%
O=C(CCCc1ccccc1)Nc1nncs1	-8	28	x	3%
Nc1nc(N)c2nc(-c3ccccc3)c(N)nc2n1	-29	26	15%	u
O=C(Nc1ccc(F)cc1)c1nc[nH]c1C(=O)Nc1ccc([N+](=O)[O-])cc1	x	-25	x	1%
Cn1c(C(=O)NCc2cccs2)cc2oc3ccccc3c21	5	39	-1%	4%
CC1(C)CC(=O)C(N=Nc2ccc(S(=O)(=O)N3CCCCCC3)cc2)=C(O)C1	x	24	x	-3%
O=C(Nc1cccnc1)c1cc2nc(C3CC3)cc(C(F)(F)F)n2n1	-11	-27	-3%	0%
NS(=O)(=O)c1ccc(NCc2cnc3ccccc3n2)cc1	x	x	-3%[11.4 µM]	1%[11.4 µM]
CC1=C(C)CC(C(=O)NCc2ccc3c(c2)OCO3)C(C(=O)O)C1 (configuration not stated)	-2	-15	0%	0%
CC(=O)C1=C(N2CCCCC2)CCC1=O	7	-7	9%[2.29 µM]	-1%
Cc1ccc(CN2CCN(C(=O)C3CCCO3)CC2)cc1 (configuration not stated)	19	u	2%	3%
OCCN(CCO)c1ccc(C(c2ccc(Cl)cc2)c2ccc(N(CCO)CCO)cc2Cl)c(Cl)c1	-4	u	x	-27%

(further entries)
SMILES	IMPase inh	PNC assembly inh	ALOX15B inhib	12-hLO inh
CCC(CO)Nc1ncc([N+](=O)[O-])cc1C#N (configuration not stated)	2	16	x	-4%
COc1ccc(-c2nc(CS(=O)CC(=O)N3CCc4ccccc4C3)c(C)o2)cc1 (configuration not stated)	5	19	-11%	5%
COc1ccc(C)cc1NC(=O)CN(c1ccccc1)S(C)(=O)=O	11	46	1%	-5%
O=C(CCNS(=O)(=O)c1ccc(Br)s1)NC1CCCC1	-2	-8	-4%	-1%
CCOC(=O)C(Sc1nnc(-c2ccncc2)o1)C(C)=O (configuration not stated)	u	-13	x	-4%
COc1cccc(-n2nnc3c(=O)n(CC(=O)NCC4CCCO4)cnc32)c1 (configuration not stated)	10	u	2%	-3%
Cc1cccc(CNc2ncnc3ccc(-c4ccoc4)cc23)c1	x	x	43%[activator]	-5%
O=C(Nc1ccc(S(=O)(=O)N2CCC(C(=O)NC3CCCCC3)CC2)cc1)c1ccco1	-1	-25	-1%	-4%
N#CC1=C(N)Oc2n[nH]c(-c3cccs3)c2C1C1C=CCCC1 (configuration not stated)	5	12	-14%	-19%
COc1ccc(NC(=S)Nc2cccc(S(=O)(=O)N3CCCCC3)c2)cc1	x	35	x	-5%
COc1ccc(-n2c3c(cc(C(=O)N4CCC(C)CC4)c2=O)C(=O)CC(C)(C)C3)cc1	4	20	0%	-4%
CCCOc1cc(N(CC)CC)ccc1/C=C(/C#N)c1nc2ccc(C)cc2[nH]1	6	u	9%	-17%
O=C1/C(=C/c2ccccc2)[C@@H](NC2CCCCC2)c2ccccc21	x	x	-7%[11.4 µM]	-9%[11.4 µM]
COC(=O)c1ccc(OCC(O)CN2CCC(C)CC2)cc1 (configuration not stated)	1	22	0%	3%
COc1ccc(CCNC(=O)C2CCN(S(=O)(=O)c3cnc[nH]3)CC2)cc1OC	3	32	7%	-2%
Cc1cc(NC(=O)c2ccccc2)sc1C	-2	0	-11%	-2%
CC(C)(C)OC(=O)N1CCC[C@H]1c1nnc(SCc2c(F)cccc2Cl)o1	u	-8	-3%	4%
CC(C)C1Cc2c(sc(NC(=S)NC(=O)c3ccccc3)c2C#N)CO1 (configuration not stated)	0	-16	x	-3%
CCC(Oc1cc(Cl)ccc1Cl)C(=O)NN1C(=O)C2C3CCC(C3=C(C)C)C2C1=O (configuration not stated)	-1	-3	3%	-3%
CCCOc1ccc(S(=O)(=O)NCc2ccc(OC)cc2)cc1	-9	u	7%	-4%
CC(=O)Oc1ccccc1C(=O)O	-3	x	-7%&-3%	-4%&-3%

These rows are one share of the data; the hit share may differ from the screen's.
